NFkB transloc pot = enhances IL-1B driven NFkB nuclear translocation; actives 0.3% (n = 94,000); AID 819; HUVEC IL-1B NFkB p65 nuclear translocation imaging; activation, % at 2 µM;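 active = activation above 40%, about the mean plus 3 SD, also judged a hit on visual image review; inconclusive = activation above 40% but not a hit on visual review; inactive = activation not above 40% and no visual hit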;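 also: percent activation is computed from the nuclear over cytoplasmic p65 intensity ratio; values of inactives mirror those of a sister screen read the other way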
Bcl-B displacement = displacers of TR3 peptide from Bcl-B, primary screen, selectivity assay for Bfl-1 inhibitor project, biochemical, fluorescence polarization; FP displacement of FITC-TR3 peptide from Bcl-B; higher % means a stronger effect; AID 748; displacement, % at 20 µM; hits with a dose series show IC50 in µM; actives 0.11% (n = 96,000);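 active = displacement above 50% at 20 µM plus a fluorescence interference ratio under 1.5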;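 also: plate controls were wells without compound for no effect and wells lacking Bcl-B protein for full effect; a part of the inactive calls stands beside numbers as strong as those of hits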
IL1B NFkB inh = blocks IL-1B driven NFkB nuclear translocation in HUVEC cells; HUVEC IL-1B NFkB p65 nuclear translocation imaging; AID 796; inhibition, % at 2 µM; actives 0.43% (n = 94,000);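 active = inhibition above about 30% together with a positive call from visual inspection of the well image, limit read from the data; inconclusive = inhibition above a set limit but visual check negative; inactive = inhibition not above a set limit, visual check negative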;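 also: nuclear over cytoplasmic p65 intensity ratio measured by imaging; 0% = IL-1B stimulated DMSO wells and 100% = unstimulated DMSO wells; values of inactives mirror those of a sister screen read the other way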
PLAP inhibitors HTS = inhibition of human placental alkaline phosphatase – biochemical, luminescence, HTS (AID 690) | purified PLAP, luminescent substrate; higher % means a stronger effect | actives 0.08% (n = 96,000) | one-dose inhibition, % at 20 µM; IC50 in µM for titrated hits; in the data active = a potency from the dose series; inactive = the rest, 99 in 100 with inhibition below about 30%; also: strong numbers were not always called active
MRP resist rev = compounds reversing MRP-mediated drug resistance; H69AR cells + 2 uM doxorubicin, CellTiter-Glo, 72 h; differential viability (reversal), % at 10 µM; actives 0.04% (n = 85,000); AID 602;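 active = viability drop by adding the cancer drug above about 55%, with treated viability meeting a 40% cutoff, limit read from the data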;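 also: viability without doxorubicin minus viability with 2 µM doxorubicin for each compound; larger differential means the compound sensitizes cells more to doxorubicin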
MRP resist rev cytotoxicity = second read-out of MRP resist rev, no call of its own (marks repeat the call); viability, %; H69AR cells, CellTiter-Glo, 72 h; measured here: cytotoxicity without doxorubicin
MRP resist rev with doxorubicin = also measured in MRP resist rev; calls as there; viability, %; measured here: viability with 2 uM doxorubicin; hits give low values
IL1B NFkB inh cell count 2 µM = second read-out of IL1B NFkB inh, no call of its own (marks repeat the call); cell count; measured here: cells passing quality filter;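 raw number of nuclei counted in each imaged well without normalization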
NFkB transloc pot cell count 2 µM = recorded beside NFkB transloc pot, whose call it bears; cell count; measured here: cells passing quality filter
The depositor's hits bear a star; ? = inconclusive; / = no result given. An excerpt, so the mix of outcomes need not match the whole.

canonical_smiles	NFkB transloc pot	NFkB transloc pot cell count 2 µM	Bcl-B displacement	IL1B NFkB inh	IL1B NFkB inh cell count 2 µM	PLAP inhibitors HTS	MRP resist rev	MRP resist rev cytotoxicity	MRP resist rev with doxorubicin
C/C(=C\C(=O)c1ccc(Br)cc1)NCc1ccc2c(c1)OCO2	-1	143	-1%	1	143	-8%	/	/	/
COc1ccc(N2CCN(C(=O)CSc3nnc(COc4cccc5cccnc45)o3)CC2)cc1	8	121	2%	-8	121	-56%	/	/	/
CCOC(=O)C(C)Sc1ncc(-c2ccc(Cl)cc2)cn1 (stereo not given)	3	115	4%	-3	115	-9%	/	/	/
CCOc1ccccc1NC(=O)Cn1nnc(-c2ccc(OCC)c(OCC)c2)n1	15	147	0%	-15	147	25%	-4	4	8
COc1cccc(C(=O)Nc2cc(C(F)(F)F)ccc2Cl)c1	2	88	-1%	-2	88	13%	/	/	/
Cc1ccccc1-c1nc(CN2CCC(C(=O)NCc3cccs3)CC2)c(C)o1	-4	79	-7%	4	79	-161%	-2	79	81
COc1ccc(N(CC(=O)NC2CCCCCCC2)S(=O)(=O)c2c(C)nn(C)c2C)cc1	-7	83	-8%	7	83	-66%	24	95	71
CCOC(=O)c1c(NC(=O)CC2SC(=NC)N(C)C2=O)sc(C)c1C (stereo not given)	2	148	-1%	-2	148	-69%	/	/	/
O=C(Nc1nc2ccccc2n1Cc1ccccc1)c1ccco1	10	133	-3%	-10	133	-44%	-14	41	55
Cc1cc(C)n(Cc2ccccc2)c(=O)c1S(=O)(=O)c1ccccc1	1	125	-2%	-1	125	15%	/	/	/
CCOC(=O)c1sc2ncnc(N3CCN(c4ccc(OC)cc4)CC3)c2c1C	6	181	-2%	-6	181	-5%	/	/	/
O=S(=O)(Nc1ccc(Cc2ccncc2)cc1)c1ccc(Cl)c(Cl)c1	-12	193	1%	12	193	-27%	/	/	/
COc1ccccc1N1CCN(C(=O)COc2ccc(Cl)cc2Br)CC1	13	204	-2%	-13	204	-68%	-39	17	56
O=C1CC(N2CCN(CCc3ccccn3)CC2)C(=O)N1c1ccc(Cl)cc1 (stereo not given)	0	122	-6%	0	122	-15%	/	/	/
N#Cc1nc(-c2ccccc2Cl)oc1NCc1ccco1	11	143	-2%	-12	143	10%	-5	79	84
Cc1cc(N2CCN(C)CC2)nc(N2CCOCC2)n1	19	155	3%	-19	155	-10%	14	91	77
CN(C)C(=O)N1CCCC(C(=O)NCc2cccs2)C1 (stereo not given)	/	/	2%	/	/	19%	27	101	74
N#CC(c1cccc(Cl)c1)c1ccc2c(C(F)(F)F)cc(C(F)(F)F)nc2n1 (stereo not given)	1	70	0%	-1	70	2%	0	4	4
COc1ccc(CC(NC(C)=O)C(=O)NC2CCN(C(=O)c3cnccn3)CC2)cc1 (stereo not given)	-6	156	-13%	6	156	5%	-9	85	94
O=C(NCc1ccc(Cl)cc1)c1cccnc1	24	161	-33%	-24	161	9%	-9	93	102

Next section.
canonical_smiles	NFkB transloc pot	NFkB transloc pot cell count 2 µM	Bcl-B displacement	IL1B NFkB inh	IL1B NFkB inh cell count 2 µM	PLAP inhibitors HTS	MRP resist rev	MRP resist rev cytotoxicity	MRP resist rev with doxorubicin
N/C(=N\OC(=O)/C=C/c1ccccc1)c1ccccc1	13	205	-22%	-13	205	30%	-17	39	55
Cc1cccc(N2CCN(c3nc4ccccc4n4cnnc34)CC2)c1C	12	59	0%	-12	59	-31%	-15	54	69
Cc1ccccc1-n1c(SCC(=O)N2CCCC2)nnc1-c1ccccn1	19	163	-4%	-19	163	-48%	8	100	92
CC(SC1=NCCS1)C(=O)Nc1nnc(-c2ccc(Br)cc2)s1 (stereo not given)	0	185	1%	0	185	-49%	-26	71	98
CCOC(=O)COc1ccsc1C(=O)OC	3	155	4%	-3	155	20%	/	/	/
c1cncc(-c2nnc3sc(C4CCCCC4)nn23)c1	30	114	-8%	-30	114	-10%	22	72	50
CCOC(=O)c1cc2sccc2n1CC(=O)Nc1ccc(OC)cc1	-5	155	5%	6	155	9%	7	94	87
O=C(CCc1ccc(S(=O)(=O)NC2CCCCC2)cc1)N(Cc1ccccc1)Cc1ccccc1	-3	116	0%	3	116	-24%	/	/	/
COCCn1nnnc1C(c1ccccn1)N1CCN(c2cccc(C)c2C)CC1 (stereo not given)	1	115	/	-1	115	/	27	97	70
CCCCn1c(SCC(=O)N2CC(C)CC(C)C2)nc2cc(S(N)(=O)=O)ccc21 (stereo not given)	/	/	-15%	/	/	10%	-26	53	79
C/C(N)=C(/C#N)C(=O)CSc1nc2ccccc2[nH]1	-3	154	22µM*	3	154	-26%	/	/	/
Cc1ccccc1NCc1ccc(O)c2ncccc12	18	70	/	-18	70	/	-12	72	84
CC(C)n1cnc2cc(NCc3ccccn3)ccc21	-25	190	15%	25	190	-47%	3	101	98
O=C(Cn1nnc(-c2ccccc2)n1)OCc1csc(-c2ccccc2)n1	-4	151	11%	4	151	22%	1	95	95
CCCNC(=S)N1CCC(c2nc3cc(C)c(C)cc3[nH]2)CC1	-2	129	4%	2	129	11%	/	/	/
Cc1csc(Nc2ccccc2C(F)(F)F)n1	-12	195	-27%	12	195	-14%	23	106	83
O=C(c1ccc(Cl)cc1)N(Cc1cccs1)C1CCS(=O)(=O)C1 (stereo not given)	-2	173	0%	2	173	0%	12	102	90
O=C(O)CCc1nn2cnc3sc4c(c3c2nc1=O)CCCC4	5	52	4%	-5	52	-14%	-12	101	113
CCN(CC)C(=O)c1ccc(NS(=O)(=O)c2ccccc2)cc1	-12	84	-6%	12	84	-24%	-3	89	91
CCOC(=O)c1ccc(Nc2nnc3nc(C)cc(C)n23)cc1	-1	131	-1%	1	131	-16%	-4	91	95

Reprinted at random: 4 records from the list, in no set order.
canonical_smiles	NFkB transloc pot	NFkB transloc pot cell count 2 µM	Bcl-B displacement	IL1B NFkB inh	IL1B NFkB inh cell count 2 µM	PLAP inhibitors HTS	MRP resist rev	MRP resist rev cytotoxicity	MRP resist rev with doxorubicin
Cc1ccccc1-n1c(SCC(=O)N2CCCC2)nnc1-c1ccccn1	19	163	-4%	-19	163	-48%	8	100	92
Cc1ccccc1NCc1ccc(O)c2ncccc12	18	70	/	-18	70	/	-12	72	84
C/C(N)=C(/C#N)C(=O)CSc1nc2ccccc2[nH]1	-3	154	22µM*	3	154	-26%	/	/	/
O=C(c1ccc(Cl)cc1)N(Cc1cccs1)C1CCS(=O)(=O)C1 (stereo not given)	-2	173	0%	2	173	0%	12	102	90

Molecules shown so far with a furan ring, fused or not:
canonical_smiles	NFkB transloc pot	NFkB transloc pot cell count 2 µM	Bcl-B displacement	IL1B NFkB inh	IL1B NFkB inh cell count 2 µM	PLAP inhibitors HTS	MRP resist rev	MRP resist rev cytotoxicity	MRP resist rev with doxorubicin
O=C(Nc1nc2ccccc2n1Cc1ccccc1)c1ccco1	10	133	-3%	-10	133	-44%	-14	41	55
N#Cc1nc(-c2ccccc2Cl)oc1NCc1ccco1	11	143	-2%	-12	143	10%	-5	79	84

The listing continues:
smiles | NFkB transloc pot | NFkB transloc pot cell count 2 µM | Bcl-B displacement | IL1B NFkB inh | IL1B NFkB inh cell count 2 µM | PLAP inhibitors HTS | MRP resist rev | MRP resist rev cytotoxicity | MRP resist rev with doxorubicin
CC(=O)Nc1ccccc1NC(=O)CC(C)(C)C | 19 | 144 | -5% | -19 | 144 | -1% | -9 | 88 | 98
CCCN1Cc2cccc(C(=O)NCc3ccc4c(c3)OCO4)c2C1=O | / | / | -3% | / | / | -1% | / | / | /
CCC(CC)C(=O)Nc1cccc(C(=O)Nc2ccc(S(=O)(=O)Nc3ccc(C)cc3)cc2)c1 | 1 | 147 | -6% | -1 | 136 | -10% | / | / | /
CCC(C)C(NC(=O)c1ccc(Cl)cc1)C(=O)O (stereo not given) | / | / | -6% | / | / | -8% | -15 | 84 | 99
O=C(NCc1ccc(F)cc1)C1CCC(=O)N1C1CCCCC1 (stereo not given) | 17 | 137 | -9% | -17 | 137 | 2% | 0 | 90 | 91
COc1ccc(C2CC(c3ccc(OC)cc3)n3nc(N)nc3N2)cc1 (stereo not given) | / | / | -4% | / | / | -4% | -4 | 93 | 97
CC(C)C(NC(=O)c1ccc(S(=O)(=O)N2CCOCC2)cc1)c1nc2ccccc2[nH]1 (stereo not given) | -8 | 162 | -7% | 8 | 162 | 24% | 1 | 84 | 83
N#CC1=C(N)Oc2cc(N)ccc2C1c1ccc(F)cc1 (stereo not given) | 8 | 129 | -2% | -8 | 129 | -40% | -30 | 14 | 44
O=C(Nc1cccc2ccccc12)C12CC3CC(C1)CC(n1cnc([N+](=O)[O-])n1)(C3)C2 | -1 | 162 | 0% | 1 | 162 | 24% | / | / | /
CC(C)OC(=O)C1C(=O)CC(C)(O)C(C(=O)OC(C)C)C1c1cccc(O)c1 (stereo not given) | 6 | 100 | 0% | -6 | 100 | -20% | 0 | 87 | 87
COc1ccc(C(C#N)Nc2ccccc2OC)cc1 (stereo not given) | -1 | 127 | -2% | 1 | 127 | 6% | 9 | 106 | 98
O=C(COC(=O)c1ccccn1)Nc1ncc(C(F)(F)F)cc1Cl | / | / | 7% | / | / | -13% | -13 | 89 | 102
CCCCn1c(NCCN(C)C)nc2c1c(=O)[nH]c(=O)n2C | 13 | 116 | 0% | -13 | 116 | -6% | 2 | 98 | 96
CC(Oc1ccc(Cl)cc1Cl)C(=O)NCCCn1ccnc1 (stereo not given) | -15 | 69 | 7% | 15 | 69 | -13% | 12 | 88 | 75
Cc1ccc(-c2nnn(CC(=O)N(c3ccc(F)cc3)C(C(=O)NC3CCCC3)c3ccco3)n2)o1 (stereo not given) | / | / | -6% | / | / | -8% | -1 | 96 | 97
CC(=O)C1=C(O)C(=O)N(c2ccc(C(=O)O)cc2)C1c1ccccc1 (stereo not given) | -14 | 165 | -5% | 14 | 165 | 10% | -4 | 100 | 104
C/C=C/c1ccccc1OCc1ccc(C(=O)O)o1 | 1 | 131 | -8% | -1 | 131 | -16% | 8 | 94 | 86
COCCNC(=O)Nc1ccc2nc(-c3cccs3)c(-c3cccs3)nc2c1 | / | / | -1% | / | / | -33% | -8 | 66 | 74
Cc1cc2cc(CN(Cc3ccco3)C(=O)NCc3ccccc3)c(=O)[nH]c2cc1C | -6 | 111 | -4% | 6 | 111 | -40% | 4 | 77 | 72
CCCCN(CC)S(=O)(=O)c1ccc2c(c1)CCCN2C(C)=O | -38 | 81 | -3% | ? | / | -1% | -2 | 78 | 80
O=C(CN(C(=O)C1CSC(=O)C1)c1ccccc1F)NCc1ccc2c(c1)OCO2 (stereo not given) | 3 | 204 | 8% | -3 | 204 | -39% | -15 | 91 | 107
O=C(CCCC1=NS(=O)(=O)c2ccccc2N1)N1CCN(c2ccccc2)CC1 | 4 | 83 | -10% | -4 | 83 | -22% | / | / | /
Cc1ccc(/C(N)=N/OC(=O)Cc2cccs2)cc1 | 2 | 121 | -5% | -2 | 121 | 2% | / | / | /
O=C(COc1ccc(S(=O)(=O)NC2CCCCC2)cc1Cl)N1CCN(c2ccccc2)CC1 | -4 | 190 | 0% | 4 | 190 | -54% | -5 | 88 | 94
O=[N+]([O-])c1ccc(N2N=C(c3ccco3)CC2c2ccccc2)cc1 (stereo not given) | -2 | 140 | -244% | 2 | 140 | 13% | / | / | /
CSC1=NCCN1C(=O)c1cccs1 | 9 | 140 | 20% | -9 | 140 | 14% | -2 | 84 | 87
CC(=O)C1=C(O)C(=O)N(Cc2cccnc2)C1c1ccc(Cl)cc1Cl (stereo not given) | 0 | 88 | / | 0 | 88 | / | 0 | 95 | 95

Bioassay records deposited in PubChem BioAssay by several laboratories.
